Compound activity (PubChem BioAssay)
hcDAF12 agonist: activates DAF-12 receptor from parasite H. contortus; HEK293 hcDAF-12 lit1-tk-luc reporter, luminescence; 0% DMSO, 100% Δ7-dafachronic acid; activation, % at 6.8 µM; hit rate 1.4% among 370,000; AID 652067;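 active = activation above the mean of all tested compounds plus 3 SD, cut at about 5.5% in these data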;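 also: 100% = response to 3 µM Δ7-dafachronic acid high control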
GAA850 FXN act: increases GAA850 frataxin promoter reporter activity. HEK293 lucGAA850 FXN promoter luciferase reporter, 24 h; percent of 10 µM SAHA response. activation, % at 6 µM. hit rate 0.56% among 360,000;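 active = activation above the average of all compounds screened plus 3 SD, cutoff fixed separately per campaign, cut at about 7.5% in these data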;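 also: 0% = DMSO wells and 100% = 10 µM SAHA wells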
hgDAF-12 ag: agonists of H. glycines DAF-12 nuclear receptor | hit rate 1.8% among 370,000 | AID 687014 | HEK293 GAL4-hgDAF12 UAS-luciferase reporter, agonist luminescence; normalized to butyrate control | activation, % at 6.8 µM;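 active = activation above a cutoff set at the mean of all screened compounds plus 3 SD, cut at about 10% in these data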;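 also: 0% = DMSO wells and 100% = sodium butyrate wells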
sPLA2-III inh: Blocks human group III sPLA2 activity | Q9NZ20 | QFRET BODIPY PC-A2 liposome hydrolysis, fluorescence | inhibition, % at 12.2 µM | hit rate 0.56% among 370,000;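 active = inhibition above mean plus 3 SD of compounds lying within the high and low control bounds, cut at about 19% in these data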;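 also: 0% = median of test compound wells and 100% = no enzyme DMSO wells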
DAX1 inh-1: DAX1 (NR0B1) inhibition, primary screen; HEK293T StAR-luciferase reporter, SF-1/DAX-1 repression relief; inhibition, % at 6.8 µM; hit rate 1.1% among 370,000; AID 652010;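 active = inhibition above the mean over all tested compounds plus 3 SD, cut at about 3.6% in these data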;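 also: 0% = DAX-1 cells with DMSO and 100% = cells lacking DAX-1 with DMSO; higher inhibition means more luminescence from relief of DAX-1 repression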
GC-B act: GC-B (human) receptor activation; P20594; HEK293-GC-B cells, CNP EC30, cGMP TR-FRET; 0% at EC30 CNP, 100% saturating CNP; activation, % at 10 µM; hit rate 0.11% among 370,000; AID 1920062;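 active = activation at 10 µM reaching about 35% in either raw or pattern-adjusted values, limit read from the data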
NPR1 activator: GC-A (human) enzyme activation; P16066; hit rate 0.14% among 370,000; activation, % at 10 µM; HEK293 GC-A cells, cGMP TR-FRET, EC30 ANP; 0% at EC30 ANP, 100% saturating ANP; in the data active = activation above about 40%
Target sequence (P16066 whole entry, looked up): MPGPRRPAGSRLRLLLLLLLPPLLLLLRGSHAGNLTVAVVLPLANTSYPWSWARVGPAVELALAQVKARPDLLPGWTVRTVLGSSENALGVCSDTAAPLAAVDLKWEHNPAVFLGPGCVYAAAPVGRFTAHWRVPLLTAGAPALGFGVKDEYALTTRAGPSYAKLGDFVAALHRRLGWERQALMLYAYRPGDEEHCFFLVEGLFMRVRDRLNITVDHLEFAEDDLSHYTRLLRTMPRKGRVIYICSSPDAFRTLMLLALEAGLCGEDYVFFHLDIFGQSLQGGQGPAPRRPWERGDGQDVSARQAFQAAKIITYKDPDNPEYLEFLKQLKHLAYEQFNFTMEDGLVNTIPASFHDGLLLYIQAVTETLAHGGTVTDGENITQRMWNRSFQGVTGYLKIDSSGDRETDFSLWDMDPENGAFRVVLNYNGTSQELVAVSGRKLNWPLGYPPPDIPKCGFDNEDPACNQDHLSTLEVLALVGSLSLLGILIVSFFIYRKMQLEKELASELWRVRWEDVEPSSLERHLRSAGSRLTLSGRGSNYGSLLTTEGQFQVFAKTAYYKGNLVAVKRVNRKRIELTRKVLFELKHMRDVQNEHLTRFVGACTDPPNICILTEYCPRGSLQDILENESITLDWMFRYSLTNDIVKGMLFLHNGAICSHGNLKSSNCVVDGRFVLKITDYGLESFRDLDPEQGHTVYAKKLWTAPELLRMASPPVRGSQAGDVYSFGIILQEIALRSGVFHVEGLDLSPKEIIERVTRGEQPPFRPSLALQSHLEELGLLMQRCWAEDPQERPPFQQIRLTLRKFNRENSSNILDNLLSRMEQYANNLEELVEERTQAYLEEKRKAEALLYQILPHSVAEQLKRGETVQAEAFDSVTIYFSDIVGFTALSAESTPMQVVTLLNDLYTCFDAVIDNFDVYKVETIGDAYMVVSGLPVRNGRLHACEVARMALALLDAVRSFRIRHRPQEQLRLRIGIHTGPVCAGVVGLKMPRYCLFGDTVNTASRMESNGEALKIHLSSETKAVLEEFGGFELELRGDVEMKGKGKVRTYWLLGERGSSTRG
SMARCA2 activ: SMARCA2 function activation, primary screen; activation, % at 9.1 µM; MG213 cells, MMTV-luciferase reporter, dexamethasone, overnight; hit rate 1% among 370,000; in the data active = activation above about 7.8%;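 also: 0% = vehicle wells and 100% = reference activator wells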
ssDAF12 agonist: activators of S. stercoralis DAF-12 nuclear receptor; HEK293 ssDAF-12/GRIP1 lit1-tk-luc reporter, luminescence; % of 3 µM dafachronic acid response; activation, % at 6.8 µM; hit rate 1% among 370,000; AID 652126;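 active = activation above the mean over all tested compounds plus 3 SD, cut at about 0.9% in these data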;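 also: 0% = DMSO-only wells and 100% = 3 µM delta7-dafachronic acid wells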
ADAM10 inh: inhibitors of human ADAM10. inhibition, % at 7 µM. hit rate 0.62% among 370,000. recombinant ADAM10, EDANS/DABCYL FRET peptide cleavage, 3 h. O14672;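 active = inhibition above a per-campaign cutoff equal to the mean of compounds falling between control-based bounds plus 3 SD, cut at about 20% in these data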;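 also: 0% = DMSO wells while the 100% control is not disclosed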
DAX1 inh-2: NR0B1 (DAX1) inhibition | hit rate 0.99% among 340,000 | inhibition, % at 6.75 µM | P51843 | HEK293 Gal4-DAX1 luciferase reporter, luminescence | AID 504766;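 active = inhibition above the mean over all tested compounds plus 3 SD, cut at about 4.2% in these data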;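 also: 0% = DAX1-transfected cells with DMSO and 100% = empty-vector control cells with DMSO; inhibition shows as a rise in luminescence from relieved DAX1 repression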
* hit, by the source's call; i = inactive; nt = no result given.

SMILES	hcDAF12 agonist	GAA850 FXN act	hgDAF-12 ag	sPLA2-III inh	DAX1 inh-1	GC-B act	NPR1 activator	SMARCA2 activ	ssDAF12 agonist	ADAM10 inh	DAX1 inh-2
Cc1ccc(NC2=NCC(Cc3ccc(Br)cc3)S2)cc1 (configuration not stated)	-0.1	1.7	-1.3	-4	-0.6	-13	-2	0	-1.1	9	-0.6
O=C(NCC(=O)N1CCCCCCC1)c1ccc(Br)o1	0.6	2.3	1.7	4	0.8	-1	3	0	-0.6	0	6.0*
COc1ccc(Cc2nc3ccc(C(=O)NCC(C)(C)OC)cc3o2)cc1	4.3	4.1	8.9	6	1.6	-2	-3	7	-0.2	-4	4.6*
Cc1cc(-c2ccco2)n(-c2ccccc2)n1	0.1	-0.2	-1.8	-5	-0.1	-3	4	0	-1.1	5	3.3
COc1cc2c(cc1OC)C(c1ccc(N(C)C)cc1)CC(=O)N2 (configuration not stated)	-3.3	2.8	-2.5	8	-0.7	1	-2	-1	-1.4	-8	-0.9
Cc1nc(CCNC(=O)Cc2ccccc2)cs1	-0.4	-0.7	0.0	1	-0.2	0	-9	1	-1.1	-1	0.8
CCCCSc1nnc(-c2ccc(C)cc2)c2ccccc12	1.2	1.2	0.1	24*	0.4	-5	-3	-5	-2.1	1	-1.7
COc1ccc(C(=O)NCCNc2ccc([N+](=O)[O-])cn2)cc1	0.7	-1.4	-3.0	2	0.2	1	-2	-2	-1.9	-4	-0.8
CCOC(=O)N1CCC(Nc2ccc(N3C(=O)C4CCCCC4C3=O)cc2[N+](=O)[O-])CC1 (configuration not stated)	-1.1	1.8	-0.3	-6	0.5	4	0	-1	-0.9	-1	1.0
Cn1nnnc1SCCNCc1ccccc1F	0.0	-3.8	1.2	6	-0.9	7	0	-2	-1.1	2	0.1

Profiles from above. Order of screens: hcDAF12 agonist | GAA850 FXN act | hgDAF-12 ag | sPLA2-III inh | DAX1 inh-1 | GC-B act | NPR1 activator | SMARCA2 activ | ssDAF12 agonist | ADAM10 inh | DAX1 inh-2
COc1cc2c(cc1OC)C(c1ccc(N(C)C)cc1)CC(=O)N2 (configuration not stated) is listed with -3.3 | 2.8 | -2.5 | 8 | -0.7 | 1 | -2 | -1 | -1.4 | -8 | -0.9
Cc1cc(-c2ccco2)n(-c2ccccc2)n1 is listed with 0.1 | -0.2 | -1.8 | -5 | -0.1 | -3 | 4 | 0 | -1.1 | 5 | 3.3

The main list resumes, repeating the 4 entries before the break.
SMILES	hcDAF12 agonist	GAA850 FXN act	hgDAF-12 ag	sPLA2-III inh	DAX1 inh-1	GC-B act	NPR1 activator	SMARCA2 activ	ssDAF12 agonist	ADAM10 inh	DAX1 inh-2
CCCCSc1nnc(-c2ccc(C)cc2)c2ccccc12	1.2	1.2	0.1	24*	0.4	-5	-3	-5	-2.1	1	-1.7
COc1ccc(C(=O)NCCNc2ccc([N+](=O)[O-])cn2)cc1	0.7	-1.4	-3.0	2	0.2	1	-2	-2	-1.9	-4	-0.8
CCOC(=O)N1CCC(Nc2ccc(N3C(=O)C4CCCCC4C3=O)cc2[N+](=O)[O-])CC1 (configuration not stated)	-1.1	1.8	-0.3	-6	0.5	4	0	-1	-0.9	-1	1.0
Cn1nnnc1SCCNCc1ccccc1F	0.0	-3.8	1.2	6	-0.9	7	0	-2	-1.1	2	0.1
O=C(CCc1nnc(Cc2c[nH]c3ccccc23)o1)NC(C1CC1)C1CC1	3.4	3.1	-0.6	-9	0.1	2	0	1	0.9	3	0.1
Cc1cnc(C(=O)OCC(=O)Nc2cccc(S(=O)(=O)N3CCCCC3)c2)cn1	-0.5	1.3	0.4	1	0.3	-7	0	-6	0.3	4	0.2
O=C(O)/C(=C\c1ccccc1)c1ccc2ccccc2c1	0.7	0.7	-0.7	3	0.5	1	0	1	-0.6	-5	nt
COc1ccc(-c2cc(-c3nnc(COC(=O)CC4CC5CCC4C5)o3)c3ccccc3n2)cc1OC (configuration not stated)	-2.5	1.8	-1.2	-5	-2.0	-3	3	0	-1.2	-26	-1.3
O=C(CN1CCN(CC(=O)c2ccc(F)cc2)CC1)Nc1ccccc1Cl	-1.1	0.8	1.5	-3	-0.2	7	2	1	-1.0	-3	-0.1
COc1ccc(-c2cc(C(=O)n3cnc4ccccc43)c3ccccc3n2)cc1	2.0	2.2	6.0	-7	0.6	-1	0	5	-0.8	i	0.1
COc1nc(N(C)C)nc(N(C#N)S(=O)(=O)c2ccc(C)cc2)n1	-0.7	2.1	-0.4	0	0.6	2	4	0	-1.0	-7	-0.5
CN(Cc1ccccc1)C(=O)c1ccc(NC(=O)Cc2ccc(NC(=O)C3CCCN(C(=O)C4CCC4)C3)cc2)cc1 (configuration not stated)	-1.4	-2.1	-0.7	-16	-2.9	7	1	-3	-1.8	2	-0.5
Nc1cc(C(=O)OCC(=O)NCCCc2ccccc2)ccc1Cl	-1.4	-0.4	-1.4	-2	0.5	-3	3	-2	-0.9	-28	-0.9
CC12CCC(=O)N1C(C(=O)Nc1nnc(SCc3ccc(F)cc3)s1)CS2 (configuration not stated)	-1.6	0.4	0.0	-12	-0.8	3	0	2	-1.1	-14	0.8
Cc1ccc(S(=O)(=O)/N=C2\C=C(Nc3cccc(C(=O)O)c3)C(=O)c3ccccc32)c(C)c1	0.6	0.8	5.4	-7	-0.4	3	-6	1	-1.1	-4	-1.2
N#Cc1c2c(c(NCCN3CCOCC3)n3c1nc1ccccc13)CCCC2	-1.7	-1.6	6.0	-5	-0.8	0	0	-1	-0.7	-120	-0.9
COc1ccc(-c2cc(C#N)nc(Cl)n2)cc1	0.7	5.5	1.0	10	-0.9	20	78*	21*	-1.5	-97	1.0
COc1ccccc1NC(=S)N(CCc1c(C)[nH]c2ccccc12)Cc1cccs1	3.2	-2.6	4.0	2	-0.3	-4	0	-3	-0.6	-12	0.0
CC(=O)Nc1ccc(S(=O)(=O)NC(C)C(=O)OCC(=O)Nc2ccc(F)cc2Cl)cc1 (configuration not stated)	-0.6	0.7	1.3	-1	0.7	1	1	1	-0.6	-15	1.3
N#Cc1cc(-c2ccccc2)cnc1Sc1ccc(Cl)cc1	-0.4	-1.4	1.8	2	0.9	2	-2	6	-1.6	-20	0.7
CCC(=O)Oc1ccc2c(=O)c(-c3ccc4ccccc4n3)c(CC)oc2c1C	0.0	2.2	0.3	-3	0.2	8	1	-4	-0.5	15	-0.1
O=C(NCCc1ccccc1)c1ccccc1NC(=O)C1CC=CCC1C(=O)O (configuration not stated)	11*	5.0	11*	7	4.7*	3	1	4	1.2*	-130	0.2
CCOC(=O)c1cnc(-c2ccccc2)nc1-c1ccccc1	1.1	3.7	3.3	1	0.3	1	-2	-1	0.0	14	-0.3
COc1ccc(OCCCC(=O)Nc2cccc([N+](=O)[O-])c2C)cc1	-2.4	-0.4	-1.6	-5	-0.3	-1	0	-3	-1.5	6	0.2
Clc1ccc(-n2c(COc3ccccc3)nnc2SCc2nc3ccccc3[nH]2)cc1	-0.5	nt	0.8	-11	0.1	-9	-18	-5	-1.7	-1	nt
Cc1csc2ncc(C(=O)N(Cc3ccccc3)c3ccccn3)c(=O)n12	3.0	-1.0	-1.0	-6	-0.6	-3	1	-2	-0.9	-50	-0.8
CCC(C)C1C(C#N)=C(N)Oc2n[nH]c(-c3ccccc3)c21 (configuration not stated)	-3.1	-0.8	0.7	-5	-1.4	-9	-1	-4	-2.2	-7	1.3
COc1cc(C(=O)NCC(=O)n2nc(C)cc2C)cc(OC)c1OC	-1.8	2.7	-1.2	4	-0.8	2	1	-4	-0.4	-6	1.0
Cn1c(SCC(=O)N2CCCCC2)nc2c(c1=O)SCC2	1.1	1.1	0.4	6	-0.7	3	1	-2	-0.5	-5	0.1
COc1ccc2[nH]c(=O)c(CN(Cc3ccco3)C(=O)c3ccccc3)cc2c1	1.4	2.3	-1.9	-2	-0.1	4	-4	0	-0.9	-293	-0.4
CSc1ncccc1C(=O)OCC(=O)N(C)c1c(N)n(Cc2ccccc2)c(=O)[nH]c1=O	0.7	-0.9	-1.1	3	-1.5	0	-2	2	-1.1	-3	-0.4
COC(=O)C1=NN(C(=O)c2ccc(Cl)cc2)C(O)(c2ccccc2)C1 (configuration not stated)	0.1	-1.5	1.2	2	0.3	2	4	-1	-1.7	6	1.1
COC(=O)c1ccc(COC(=O)c2ccccc2OC)cc1	-0.2	2.9	-0.4	-4	-0.1	-3	6	1	-0.9	1	-0.3
COc1cccc(C(=O)O/N=C(\N)c2ccncc2)c1	1.9	4.3	17*	4	2.0	-3	-1	7.8*	-0.9	3	1.6
CCOc1ccc(N=Cc2c(O)cc(C)oc2=O)cc1	0.1	3.3	-1.2	11	0.9	-2	-3	-1	-1.7	-8	0.7
CS(=O)(=O)N1CCN(C(=O)NC23CC4CC(CC(C4)C2)C3)CC1	-1.3	2.2	-0.4	4	0.2	0	5	0	-1.3	4	-0.9
CN(CC(=O)NCCc1ccc(S(N)(=O)=O)cc1)CC(=O)Nc1ccc(Cl)cc1	0.5	0.0	-2.3	-1	-0.5	-1	1	-1	-0.4	-9	0.2
CCOc1ccc2nc(Cl)c(CN(C(C)=O)C3CCCCC3)cc2c1	-1.5	2.8	-3.5	6	-0.1	3	-2	-1	-1.6	-24	2.2
COc1cccc(-c2nnc(SCCOc3ccc4c(C)cc(=O)oc4c3)o2)c1	0.1	-1.7	-0.7	-5	-0.5	-5	-1	1	-1.0	-15	-0.5
O=S(=O)(Nc1cccc(-c2nnco2)c1)c1ccc(Cl)cc1	1.6	1.5	-1.9	-6	-0.1	-11	-5	2	-0.8	-2	-1.7
CCCN(Cc1cc2cccc(C)c2[nH]c1=O)C(=O)c1cccc(OC)c1	0.5	3.5	1.2	-6	-0.4	8	3	0	-1.3	-31	0.1
Cc1ccc(C)c(S(=O)(=O)N2CCCOC2CNC(=O)C(=O)NCCc2ccco2)c1 (configuration not stated)	-1.5	1.4	0.1	-4	0.1	3	0	-2	-1.3	-1	0.1
Nc1nc(SCC(=O)Nc2ccccc2Oc2ccccc2)n[nH]1	-2.5	2.6	-2.7	-7	0.1	3	-1	-3	-0.7	13	-0.6
Cc1ccc2c(c1)cc(C(=O)N1CCN(c3ccccn3)CC1)n2C	-0.3	0.7	-1.9	-3	0.4	0	-3	-2	0.3	-6	-0.6
COC(=O)[C@]12C[C@H](CC(=O)N3CCN(C(=O)C4CC4)CC3)C(=O)N(CCc3ccc(OC)c(OC)c3)C1=C[C@H](COCc1ccccc1)O[C@@H]2C	-1.2	nt	0.1	-5	-0.7	3	7	-2	-1.2	2	nt
Cc1ccc(Cn2nnc3c(=O)[nH]c(C4CCN(S(=O)(=O)c5ccc(S(=O)(=O)NC6CC6)cc5)CC4)nc32)cc1	-2.0	-0.7	-1.3	-69	-0.5	5	1	-3	-1.5	20*	-0.3
CCn1nc(C)c(Oc2ccccc2O)c1C	-2.6	-0.6	-3.2	-3	-0.4	6	1	-5	-1.3	-2	-2.2
O=C1Nc2ccccc2-n2nnnc2C1N1CCN(c2ccccn2)CC1 (configuration not stated)	0.5	nt	-0.2	3	-0.1	0	3	-1	-0.7	-6	nt
